# High-throughput results as filed in PubChem BioAssay.
# Gli-Sufu antag: Gli-Sufu pathway antagonism; inhibition, % at 5 µM; AID 588413; 340,000 compounds, 0.74% hits; Sufu-KO-LIGHT fibroblasts, Gli luciferase reporter luminescence;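 active means inhibition above about 55%, limit read from the data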;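 further: 0% = DMSO-treated cells and 100% = wells with medium but no cells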
# A3G deaminase: blocks human APOBEC3G single-stranded DNA deamination; Q9HC16; recombinant A3G, ssDNA deamination FAM/TAMRA fluorescence; inhibition, % at 20 µM; 330,000 compounds, 0.28% hits; AID 493012;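 active means inhibition of at least 40% at 20 µM, with no more than 30% in the related APOBEC3A deaminase screen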;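 further: plate controls were DMSO wells with A3G for no effect and wells lacking A3G enzyme for full effect; some compounds called inactive have numbers as strong as hits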
# Target sequence (Q9HC16 whole entry, looked up): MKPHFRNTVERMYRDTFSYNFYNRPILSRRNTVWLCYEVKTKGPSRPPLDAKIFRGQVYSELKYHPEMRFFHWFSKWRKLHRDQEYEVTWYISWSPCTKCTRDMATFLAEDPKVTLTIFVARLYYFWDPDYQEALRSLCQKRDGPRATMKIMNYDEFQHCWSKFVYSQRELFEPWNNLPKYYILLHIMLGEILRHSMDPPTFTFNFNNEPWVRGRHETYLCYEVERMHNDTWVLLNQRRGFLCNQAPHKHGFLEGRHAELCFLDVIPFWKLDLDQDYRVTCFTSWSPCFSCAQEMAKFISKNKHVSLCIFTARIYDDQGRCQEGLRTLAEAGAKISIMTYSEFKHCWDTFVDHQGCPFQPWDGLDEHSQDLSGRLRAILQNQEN
# EBI2 block: blocks human EBI2 receptor beta-arrestin signaling. P32249. EBI2 beta-arrestin recruitment, luminescence, 7a,25-OHC stimulated. inhibition, % at 5 µM. 360,000 compounds, 0.81% hits; in the data active means inhibition above about 38%;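 further: enzyme fragment complementation signal reports receptor beta-arrestin coupling in cells; 0% = agonist plus DMSO wells and 100% = wells without agonist; some results beyond the cut were filed as inactive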
# A3A deaminase: inhibitors of human APOBEC3A DNA deaminase; P31941; recombinant A3A, FAM/TAMRA ssDNA deamination fluorescence; inhibition, % at 20 µM; 330,000 compounds, 0.41% hits; AID 493011;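 active means at least 40% inhibition at 20 µM here, with at most 30% in a related deaminase screen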;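 further: plate controls were A3A with DMSO for no effect and wells lacking A3A enzyme for full effect; some results filed as inactive read as strong as hits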
# Target sequence (P31941 whole entry, looked up): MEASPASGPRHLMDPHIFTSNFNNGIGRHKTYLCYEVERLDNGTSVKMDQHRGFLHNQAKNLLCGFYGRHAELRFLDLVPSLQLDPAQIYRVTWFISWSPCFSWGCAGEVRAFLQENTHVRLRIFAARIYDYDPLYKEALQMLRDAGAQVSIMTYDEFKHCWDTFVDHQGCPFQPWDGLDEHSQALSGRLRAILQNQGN
# CCR6 antagonist: CCR6 (human) receptor antagonism. P51684. CHO-K1 CCR6 PathHunter beta-arrestin, luminescence, CCL20-stimulated. inhibition, % at 20 µM. 340,000 compounds, 0.49% hits;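 active means compounds whose inhibition of the agonist-driven luminescence signal at 20 µM reaches about 50%, limit read from the data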;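 further: cells stimulated with CCL20 at 14 nM final; plate controls were DMSO with CCL20 for no effect and DMSO without agonist for full effect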
# Target sequence (P51684 whole entry, looked up): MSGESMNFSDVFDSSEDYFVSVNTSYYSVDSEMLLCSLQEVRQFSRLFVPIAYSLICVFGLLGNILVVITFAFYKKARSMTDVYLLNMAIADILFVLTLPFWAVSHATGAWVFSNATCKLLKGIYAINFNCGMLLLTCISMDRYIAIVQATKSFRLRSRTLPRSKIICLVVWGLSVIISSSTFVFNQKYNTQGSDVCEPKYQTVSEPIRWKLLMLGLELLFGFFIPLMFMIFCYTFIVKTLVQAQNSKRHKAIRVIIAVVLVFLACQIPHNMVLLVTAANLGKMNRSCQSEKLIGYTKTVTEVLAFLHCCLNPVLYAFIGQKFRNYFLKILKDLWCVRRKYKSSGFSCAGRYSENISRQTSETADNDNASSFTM
# CXCR6 block: inhibitors of human CXCR6 receptor; 360,000 compounds, 0.36% hits; inhibition, % at 20 µM; CHO-K1 PathHunter CXCR6 beta-arrestin, luminescence; O00574; in the data active means inhibition above about 34%, passing the limit was not always enough;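 further: antagonist mode with CXCL16 agonist at 10 nM final; 0% = 10 nM CXCL16 with DMSO and 100% = unstimulated wells without agonist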
# GRIN3A LBD mod: NR3A (human) ligand-binding domain modulation; NR3A LBD differential scanning fluorimetry, Tm shift; 0% = protein alone, 100% = glycine-bound protein; Tm shift relative to glycine control, % at 25 µM; 340,000 compounds, 2.5% hits; AID 1259313;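 active means melting temperature shift of at least 10% of the positive control shift, at one fixed dose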
# MPTP inh: permeability transition pore inhibition; isolated mouse mitochondria, Ca2+ swelling absorbance, 30 min; inhibition, % at 10 µM; 360,000 compounds, 1.4% hits; AID 602449;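 active means inhibition of 50% or more, scaled per plate between neutral and stimulator controls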;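 further: 0% = DMSO wells given calcium and 100% = 1 mM EGTA wells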
# * hit, by the source's call; x = no result given.
SMILES,Gli-Sufu antag,A3G deaminase,EBI2 block,A3A deaminase,CCR6 antagonist,CXCR6 block,GRIN3A LBD mod,MPTP inh
O=[N+]([O-])c1cc(C(F)(F)F)ccc1N1CCC(O)CC1,-4,-3,-2,1,4,-3,-2,0.0
O=C(Nc1nc2ccccc2[nH]1)c1ccccc1F,-15,-3,1,1,20,-1,-1,-4.5
O=C(NCCc1ccccn1)c1cc(-c2ccccc2Cl)nc2ccccc12,2,-1,-10,-1,9,2,1,-0.1
Cc1cc(C)n(CC(O)CN2C(=O)NC(C)(C)C2=O)n1 (centres undefined),2,0,1,1,-1,-8,-1,-1.4
O=C(Nc1ccccc1)c1cccc(C(F)(F)F)c1,1,-4,-12,1,10,3,-6,30
Cc1c([N+](=O)[O-])nnn1-c1cc(Cl)cc(Cl)c1,8,-10,-3,-3,-9,10,7,-0.8
O=C(CNC(=O)c1ccco1)Nc1ccc(S(=O)(=O)N2CCCC2)cc1,-4,-3,0,3,0,3,3,1.9
CC(C)CCN1CCN=C1Nc1ccccc1,-3,-8,-15,-1,8,-6,-2,-0.9
COc1ccc(C2C(C#N)=C(SCC(=O)Nc3ccc(C)cc3)NC3=C2C(=O)CC(C)(C)C3)cc1 (centres undefined),30,-4,14,-4,-2,-4,0,12
C(=N\Nc1ccc(-n2ccnc2)nn1)/c1ccccc1,-7,-11,-2,-3,-9,-24,-3,1.9
COc1ccc(C(=O)NCC(=O)N/N=C/c2cccnc2)cc1OC,-17,-8,4,-4,0,-2,1,-0.8
CN(C)CCn1c(=S)[nH]c2ccccc2c1=O,14,3,-8,-5,1,-2,1,-1.8
CCCC(=O)N1CCC(Cc2ccccc2)CC1,18,-6,4,-2,1,9,-2,0.3
Cc1ccc2c(c1C)-c1c(ccc(C)c1C)C(=O)C2=O,64*,x,-88,x,44,12,4,-3.2
O=C(Cc1cccc(NC(=O)C2CCN(C(=O)C3CC3)CC2)c1)Nc1cccc(C(=O)N2CCOCC2)c1,-1,x,6,x,3,8,-1,6.4
C=CCn1c(CCC(O)COCCCCC)n[nH]c1=S (centres undefined),2,9,-9,-5,0,-8,1,0.6
O=C(NCC1CCCO1)C(C(=O)c1ccccc1)n1ccccc1=O (centres undefined),2,-7,5,-5,-2,6,2,1.8
CCc1cc(-c2n[nH]c(C)c2-c2nc(C)cs2)c(O)cc1OC,0,-8,-3,-1,13,2,-4,1.5
OC(COc1ccc(Cl)cc1)CN1CCN(c2ccccn2)CC1 (centres undefined),6,-4,38,-3,5,-1,1,1.7
Cc1noc(NS(=O)(=O)c2ccc(NC(=O)CSc3ncccn3)cc2)c1C,-2,-6,-7,-2,2,-1,-1,-1.9
CC(=O)N1C(=O)C(=C2C=C(C)OC(C)=C2)c2ccccc21,5,-7,3,-2,15,8,2,2.9
CCOc1ccc(N(C)S(=O)(=O)c2ccc3[nH]cc(C(=O)NCCOC)c(=O)c3c2)cc1,8,-4,3,-4,7,-7,-4,2.3
Cc1ccc(C)c(S(=O)(=O)N2CCN(c3nc(-c4cccnc4)nc4ccccc34)CC2)c1,11,-7,1,-2,8,9,-5,-1.6
O=C(CN1CCN(CC(=O)Nc2ccccn2)CC1)Nc1ccccn1,16,0,-1,-5,-23,-8,-1,-0.1
O=C(NCC1CCCN(Cc2nccs2)C1)c1cccc2ccccc12 (centres undefined),18,-4,-2,-6,5,7,-3,1.5
CC(C)=CC(=O)OCC(=O)Nc1cccc([N+](=O)[O-])c1,-9,-8,-7,-1,8,0,-3,0.5
COc1ccc(N(C(=O)c2ccco2)C(C(=O)NC2CCCC2)c2cccs2)c(OC)c1 (centres undefined),-14,-9,-4,0,17,10,0,-0.3
COc1ccccc1-c1coc2c(CN3C(C)CCCC3C)c(O)ccc2c1=O (centres undefined),-3,-2,-4,-3,5,6,-1,0.2
CCOC(=O)C(NC(C)=O)C(=O)Nc1ccc(C(C)C)cc1 (centres undefined),27,5,-11,7,15,-6,-1,-1.1
COc1ccccc1NC(=O)C1=C(C)Nc2nc(CCCO)nn2C1c1ccc2c(c1)OCO2 (centres undefined),4,-1,1,-4,-13,0,-2,-2.2
Cc1nc(-c2cnn(-c3ccccc3)c2)c2cc(C)oc2n1,1,5,23,-3,-7,11,-2,-2.0
CC(=O)c1cnc2cc(-c3ccccc3)nn2c1C,-77,0,8,-4,8,2,1,1.5
COc1cccc(S(=O)(=O)NCc2ccc(C(=O)Nc3ccc(Cl)cc3)cc2)c1,-6,-9,22,-2,-8,-10,5,1.0
Cc1cccc(N(C(=O)c2csnn2)C(C(=O)NC(C)(C)C)c2cccs2)c1 (centres undefined),3,-3,-11,-2,-9,1,-1,-1.3
Cc1ccc(-n2c(SCC(N)=O)nnc2-c2cccnc2)c(C)c1,-4,-9,-3,-3,8,6,-2,-1.6
c1ccc2c(c1)NCCS2,-15,-2,6,-1,12,5,-3,-0.9
CCOC(=O)c1ccccc1NC(=O)CSc1nccn1C,1,-6,-9,-5,7,-2,-1,-8.8
Cc1csc(=O)n1CC(=O)OCC(=O)NCc1ccccc1,-9,-10,-9,-5,13,0,5,-0.1
CC(=O)Nc1ccc(S(=O)(=O)N2CCSC2C(=O)O)cc1 (centres undefined),-2,7,-3,3,-1,-3,-2,-0.2
CCCCc1nc2cc(Cl)ccc2o1,7,-2,2,0,-1,-1,2,-1.3

# Brought forward from above: 2 compounds; new compounds follow.
SMILES,Gli-Sufu antag,A3G deaminase,EBI2 block,A3A deaminase,CCR6 antagonist,CXCR6 block,GRIN3A LBD mod,MPTP inh
CC(=O)Nc1ccc(S(=O)(=O)N2CCSC2C(=O)O)cc1 (centres undefined),-2,7,-3,3,-1,-3,-2,-0.2
CCCCc1nc2cc(Cl)ccc2o1,7,-2,2,0,-1,-1,2,-1.3
COc1ccc(S(=O)(=O)N2CCOCC2)cc1NC(=O)c1ccc(OCC(C)C)c(OC)c1,1,-6,1,-4,19,2,3,-0.2
CC(=O)Nc1ccc(-c2ccc(NC(C)=O)cc2)cc1,-22,-4,7,-1,7,-1,-10,-0.3
COc1cc(Br)c(/C=C/c2ccc3cccc(O)c3n2)cc1OC,-2,-4,9,0,48,24,3,-0.5
Cc1ccc(C2(C)NC(=O)N(CC(=O)Nc3ccc4c(c3)CCC4)C2=O)cc1 (centres undefined),0,-5,-10,-3,9,-5,1,-0.2
COc1ccc(S(=O)(=O)N2CCC(C(=O)NC3CC3)CC2)cc1OC,-6,-6,-2,-6,14,-8,6,1.7
O=C(Nc1ccc2c(c1)C(=O)N(C1CCCCC1)C2=O)C1CCCO1 (centres undefined),8,4,2,-2,0,6,0,4.3
Cc1c(Cl)cccc1NC(=S)Nc1ccc2[nH]c(=O)[nH]c2c1,-30,-2,0,6,0,7,-2,4.2
Nc1ccc(C(=O)N/N=C/c2sc(N3CCOCC3)nc2-c2ccccc2)cc1,2,1,-45,-1,2,4,-1,-0.1
Cc1cc(C)c(C(N)=O)c(Nc2ccc3c(c2)OCCO3)n1,-1,-2,-11,-2,1,-26,3,-2.3
CCNC(=O)N(C)C[C@H]1N[C@@](CC)(C(=O)OC)[C@H]2C(=O)N(Cc3ccccc3)C(=O)[C@@H]12,-4,-7,-9,-2,12,6,-1,-0.5
Cc1cc(Nc2ccc(Cl)cc2)nc(NCc2ccccc2)n1,46,-1,1,-1,-11,-8,-2,53*
COc1cccc(NC(=O)c2ccc(-c3ccc([N+](=O)[O-])cc3)o2)c1,-39,-8,9,-1,-1,-2,17*,0.3
O=C1CCCN1CN(C(=O)c1ccccc1)c1ccc(F)cc1,-1,-1,-5,2,0,-6,0,0.1
Cn1cnnc1Sc1ccc(C(=O)NCCC(c2ccccc2)c2ccccc2)cc1[N+](=O)[O-],25,-4,2,25,20,-14,-5,2.5
CCC1CSC(=Nc2ccc(C)cc2)N1C(=O)CN1C(=O)NC2(CCCC2)C1=O (centres undefined),-82,-6,6,-2,0,13,1,0.2
Cc1onc(-c2ccccc2Cl)c1C(=O)N1CCC(C)CC1,-2,-10,5,-6,16,6,2,-2.2
CC1(C)O[C@@H]2CC3C4C[C@H](F)C5=CC(=O)C=CC5(C)C4C(O)CC3(C)[C@]2(C(=O)CO)O1 (some centres undefined),13,-3,-5,-1,3,7,-1,-2.8
O=c1cc(-c2ccccc2)oc2cc(O)ccc12,-70,x,2,x,8,3,-2,0.4
O=C1/C(=C/c2ccccc2)CCCc2ccccc21,-5,-6,-46,-4,8,-1,6,0.0
CC1=NCC(C)c2c1[nH]c1ccccc21 (centres undefined),-2,-7,3,-4,-20,-4,-2,-0.3

# Part of the list above with just EBI2 block:
structure | EBI2 block
O=C1CCCN1CN(C(=O)c1ccccc1)c1ccc(F)cc1 | -5
Cn1cnnc1Sc1ccc(C(=O)NCCC(c2ccccc2)c2ccccc2)cc1[N+](=O)[O-] | 2
CCC1CSC(=Nc2ccc(C)cc2)N1C(=O)CN1C(=O)NC2(CCCC2)C1=O (centres undefined) | 6
Cc1onc(-c2ccccc2Cl)c1C(=O)N1CCC(C)CC1 | 5
CC1(C)O[C@@H]2CC3C4C[C@H](F)C5=CC(=O)C=CC5(C)C4C(O)CC3(C)[C@]2(C(=O)CO)O1 (some centres undefined) | -5
O=c1cc(-c2ccccc2)oc2cc(O)ccc12 | 2

# Full records, quoted from the list. Values in the order: Gli-Sufu antag	A3G deaminase	EBI2 block	A3A deaminase	CCR6 antagonist	CXCR6 block	GRIN3A LBD mod	MPTP inh
# CCNC(=O)N(C)C[C@H]1N[C@@](CC)(C(=O)OC)[C@H]2C(=O)N(Cc3ccccc3)C(=O)[C@@H]12 across the screens: -4	-7	-9	-2	12	6	-1	-0.5
# O=C1CCCN1CN(C(=O)c1ccccc1)c1ccc(F)cc1 across the screens: -1	-1	-5	2	0	-6	0	0.1
# Cn1cnnc1Sc1ccc(C(=O)NCCC(c2ccccc2)c2ccccc2)cc1[N+](=O)[O-] across the screens: 25	-4	2	25	20	-14	-5	2.5
# Cc1c(Cl)cccc1NC(=S)Nc1ccc2[nH]c(=O)[nH]c2c1 across the screens: -30	-2	0	6	0	7	-2	4.2
# O=C1/C(=C/c2ccccc2)CCCc2ccccc21 across the screens: -5	-6	-46	-4	8	-1	6	0.0

# Following part:
SMILES,Gli-Sufu antag,A3G deaminase,EBI2 block,A3A deaminase,CCR6 antagonist,CXCR6 block,GRIN3A LBD mod,MPTP inh
Cc1ccc(S(=O)(=O)CCC(=O)Nc2nnc(-c3cccs3)o2)cc1,-14,-3,-25,0,7,-2,0,1.2
COc1ccc(N=C2SC(CC(=O)Nc3ccccc3F)C(=O)N2Cc2ccco2)cc1 (centres undefined),-5,-9,13,-5,8,1,0,0.2
O=C(/C=C/c1ccccc1)NNc1ccc(Cl)cc1,-2,-10,4,-2,12,7,-2,-0.2
Cc1cc(C)c(NC(=O)c2cc(C(=O)O)ccc2C(=O)O)c([N+](=O)[O-])c1,14,-9,4,-4,9,1,-1,-1.5
COc1ccc(NC(=O)COC(=O)Cc2ccsc2)c(OC)c1,-16,-7,3,-2,1,9,-12,0.1
COc1ccc(-c2nc(N)ncc2-c2ccccc2)c(O)c1,0,-10,61*,-2,2,2,-1,0.9
Fc1ccc(NC(=S)N2CCCC(c3ccccc3)=N2)cc1,1,-4,-3,18,13,3,1,-0.3
OC(COc1ccc(Br)cc1)CN1CCOCC1 (centres undefined),8,-2,-15,-1,7,1,1,-0.2
